# Assay outcomes from PubChem BioAssay.
# sgs1 mgt1: NCI yeast anticancer drug screen, S. cerevisiae sgs1 mgt1 strain; growth inhibition, % at 50 µM; actives 10% (n = 78,000);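 note: 0% = growth of vehicle-only cultures of the same strain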
#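 Genetically altered yeast, compound exposure, growth inhibition relative to vehicle.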
# bub3: NCI yeast anticancer drug screen, S. cerevisiae bub3 mutant strain; growth inhibition, % at 50 µM; actives 9.9% (n = 78,000);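 note: 0% = growth of vehicle-only cultures of the same strain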
#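 Whole-cell yeast assay. The mutant strain was incubated with compounds, and growth inhibition was determined by comparison with vehicle-treated cells.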
# yeast mlh1 rad18: NCI yeast anticancer drug screen, S. cerevisiae mlh1 rad18 strain; growth inhibition, % at 50 µM; actives 11% (n = 79,000); AID 175, 2004;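 note: 0% = growth of vehicle-only cultures of the same strain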
#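 Cells of a genetically altered yeast strain, deficient in DNA damage repair, were treated with compound. Their growth was then compared with that of vehicle-treated cultures to give inhibition.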
# rad50: NCI yeast anticancer drug screen, S. cerevisiae rad50 strain. % growth inhibition at 50 µM. AID 155, 2004. actives 10% (n = 79,000);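 note: 0% = growth of vehicle-only cultures of the same strain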
#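 Compounds were tested on a yeast strain with an engineered DNA damage repair alteration; the reported value is growth inhibition normalised to vehicle treatment.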
# mec2-1: NCI yeast anticancer drug screen, S. cerevisiae mec2-1 strain; growth inhibition, % at 50 µM; actives 9% (n = 79,000);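 note: 0% = growth of vehicle-only cultures of the same strain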
#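 Mutant yeast (mec2-1) grown with compound; growth inhibition relative to vehicle control reported.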
# cln2 rad14: NCI yeast anticancer drug screen, S. cerevisiae cln2 rad14 strain. growth inhibition, % at 50 µM. actives 8.3% (n = 78,000);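 note: 0% = growth of vehicle-only cultures of the same strain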
#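 Test compounds were added to cln2 rad14 yeast cultures; inhibition of growth was then determined by comparison with vehicle treatment.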
# The depositor's hits bear a star. Cut-off read from the data, not from the text of the source: active = growth inhibition above about 70%; inactive = the rest.
smiles	sgs1 mgt1	bub3	yeast mlh1 rad18	rad50	mec2-1	cln2 rad14
CCOC(=O)C1=C(C)NC(=O)NC1c1cccc(OC)c1O (centres undefined)	16.7	30.8	18.1	11.0	0.1	9.7
Cc1nc2cnc(=Nc3ccccc3)nc-2n(-c2ccccc2)c1C	-0.7	5.2	-7.9	-1.1	-1.6	56.9
O=c1oc2ccccc2[n+]([O-])c1-c1ccccc1	-9.3	-18.8	-17.9	-9.9	-10.8	16.9
CNC(=O)OCc1nc(N=[N+]=[N-])n(C)c1COC(=O)NC	-3.6	2.2	-24.4	-16.9	-19.1	-31.4
CC(=O)OCC1C2C=CC(C2)C1COC(C)=O (centres undefined)	-5.1	-2.9	2.1	2.2	-4.8	-47.1
Cc1[nH]c2c(O)ccc(O)c2c1C	-9.2	-8.0	4.9	-1.1	-9.4	-20.6
CCCCC1C(=O)N(c2ccc(S(=O)(=O)Nc3ccccn3)cc2)N(c2ccc(O)c(C(=O)O)c2)C1=O (centres undefined)	6.7	34.6	8.8	21.8	23.7	23.2
C=CC(C)(O)CCC=C(C)C (centres undefined)	8.1	5.0	16.6	10.7	-1.2	25.0
Cc1[nH]c2ccccc2c1CC1CC(=O)OC1=O (centres undefined)	12.5	-9.2	-7.2	-8.3	-18.6	6.3
CCCCCCN(CCCCCC)CCCCCC	9.8	7.8	35.8	28.6	10.8	3.5
CCOc1ncnc2ccc(Cl)cc12	-4.5	0.7	0.0	-8.7	-3.7	-18.1
CN(C)/C(=N/C(=O)Nc1ccccc1)SCc1ccccc1	0.5	-9.1	-1.2	-10.5	-3.9	-32.0
CC(O)COCC(C)OC(C)COC(C)C (centres undefined)	-12.7	-3.8	-1.5	3.5	0.2	41.6
Cc1cccc(-c2cc(=O)c3ccc(C)nc3[nH]2)c1	20.3	-0.5	-60.3	28.7	8.3	25.5
Nn1c(N=Nc2c(O)[nH]c3ccccc23)n[nH]c1=S	57.0	6.3	23.9	45.9	5.5	15.9
CCCCCCCCCCCC(=O)N1CCOCC1	6.8	-24.4	-32.5	-14.8	-15.2	-29.7
Cc1ccc(C)c(CCO)c1	-30.5	-21.4	-7.3	-22.1	-38.5	-2.9
CCCCCCCCCCCC(=O)OCCOC(=O)CCCCCCCCCCC	-20.6	-3.4	7.4	-6.0	-11.3	-4.0
OCc1ccc(C2CC(c3ccco3)=NN2c2ccccc2)o1 (centres undefined)	11.9	-6.8	-16.2	-30.5	-26.8	8.1
COc1ccc(C2C(C#N)=C(S)N(C3OC(CO)C(O)C(O)C3O)C(c3ccccc3)=C2C(C)=O)cc1 (centres undefined)	10.2	2.6	8.4	20.2	13.3	16.8
COc1ccc(-c2nnc(Cl)o2)cc1	-6.8	-21.1	-0.5	-1.9	14.8	-25.9
O=C(N/N=C/c1cccc([N+](=O)[O-])c1)c1ccc(O)cc1	32.8	16.9	16.6	5.9	34.4	-2.6
CC(S)C(N)C(=O)O (centres undefined)	0.5	4.0	-9.2	-9.6	-11.3	-29.2
Cc1ccc([N+](=O)[O-])cc1NS(=O)(=O)c1cc(Cl)c(Cl)cc1Cl	49.2	1.2	61.2	19.8	36.6	-8.5
CCOC(=O)c1nnc(C)[nH]c1=O	-14.5	-2.8	15.0	13.4	-5.5	-43.9
N#Cc1ccc(CC(=O)c2ccccc2)cc1	0.5	-0.8	3.1	-6.0	12.8	-27.4
C/C=C(/C)C(=O)O[C@H]1C(C)=C[C@]23C(=O)[C@@H](C=C(COC(C)=O)[C@@H](O)[C@]12O)[C@H]1[C@@H](C[C@H]3C)[C@@]1(C)OC(=O)/C(C)=C\C	60.6	56.8	59.2	58.7	60.4	76.3*
CCCC(=O)Oc1ccc(C)cc1C(C)(C)C	-5.0	-10.2	4.2	6.7	-22.2	9.5
COc1ccc(C2c3cc4c(cc3OC(C)(OC)C2C)OCO4)cc1 (centres undefined)	-3.2	19.8	14.7	-33.5	-6.8	-14.8
C1=C(c2ccccc2)C(c2ccccc2)c2ccccc21 (centres undefined)	0.5	-10.4	-18.6	-14.8	3.7	-12.5
CCCCCCCS(=O)c1nc2ccccc2s1 (centres undefined)	60.9	42.8	27.6	37.2	15.2	20.2
CC1(C)N=C(c2ccccc2)SC1(C)C	-21.8	1.6	-36.5	-13.6	-12.2	-49.4
COc1ccccc1NC(=O)Oc1ccccc1C(N)=O	7.8	18.1	4.7	26.9	12.2	15.9
CC1CCC(O)(C(C(=O)O)c2ccccc2)CC1 (centres undefined)	-4.8	-9.3	4.3	6.1	7.2	6.6
CC1=CC(=O)CC(C)C2CC(C(C)C)CC12 (centres undefined)	3.9	2.6	-3.0	-12.2	18.8	4.0
COC(=N)Cc1cc(OC)cc(OC)c1	7.5	21.2	-6.6	-2.5	6.4	-12.7
Cc1n[nH]c(C)c1C(C)C	-4.4	-7.0	0.3	-14.8	-14.0	1.4
Cc1ccc(C2SC(N)=Nc3c2c(C)nn3C(=O)c2ccncc2)cc1 (centres undefined)	-20.0	-28.0	-23.6	-27.6	-33.2	-21.7
O=C(O)C1CCCCC1O (centres undefined)	-5.2	21.4	1.3	-11.6	21.1	23.3
COC1/C=C/OC2(C)Oc3c(C)c(O)c4c(O)c(c(/C=N/N5CCN(Cc6cccc(C(F)(F)F)c6)CC5)c(O)c4c3C2=O)NC(=O)C(C)=C/C=C/C(C)C(O)C(C)C(O)C(C)C(OC(C)=O)C1C (centres undefined)	35.3	11.8	43.1	11.7	30.7	27.2

# Among those listed so far, four contain a halogen:
smiles	sgs1 mgt1	bub3	yeast mlh1 rad18	rad50	mec2-1	cln2 rad14
CCOc1ncnc2ccc(Cl)cc12	-4.5	0.7	0.0	-8.7	-3.7	-18.1
COc1ccc(-c2nnc(Cl)o2)cc1	-6.8	-21.1	-0.5	-1.9	14.8	-25.9
Cc1ccc([N+](=O)[O-])cc1NS(=O)(=O)c1cc(Cl)c(Cl)cc1Cl	49.2	1.2	61.2	19.8	36.6	-8.5
COC1/C=C/OC2(C)Oc3c(C)c(O)c4c(O)c(c(/C=N/N5CCN(Cc6cccc(C(F)(F)F)c6)CC5)c(O)c4c3C2=O)NC(=O)C(C)=C/C=C/C(C)C(O)C(C)C(O)C(C)C(OC(C)=O)C1C (centres undefined)	35.3	11.8	43.1	11.7	30.7	27.2

# More structures follow.
smiles	sgs1 mgt1	bub3	yeast mlh1 rad18	rad50	mec2-1	cln2 rad14
c1ccc(NNC2=NCCN2)cc1	9.5	14.0	-2.9	0.1	-2.4	-8.1
COc1c(C)c(C)cc(C)c1C	2.3	-7.0	15.3	3.5	0.9	14.3
CCCN(CCC)C(=O)CCC(=O)OC	-26.1	-6.2	-9.7	9.3	-8.8	-18.9
COc1ccc(-c2cc(-c3ccco3)c(C#N)c(=O)[nH]2)cc1	14.2	8.7	27.3	4.0	6.2	14.2
c1ccc(Oc2c3ccccc3nc3ccccc23)cc1	-13.2	-5.7	87.9*	2.8	-18.4	4.2
CC(C)c1cc(C(C)C)c(S(=O)(=O)N/N=C2\C=CCC(C)(C)C2)c(C(C)C)c1	24.1	-4.7	18.9	41.1	5.0	-47.4
CC1(C)OC1C(=O)O (centres undefined)	-11.9	6.0	-0.5	-11.6	0.6	0.5
CC([N+](=O)[O-])C1(O)C(=O)c2cccc3cccc1c23 (centres undefined)	42.2	68.8	74.5*	64.2	58.5	76.7*
CC1=C(O)c2cc3c(cc2C(=O)C1=O)OCO3	-15.0	-18.4	26.9	-21.5	-0.9	-15.6
CC(=O)Nc1cc(NC(C)=O)c2ccccc2c1OC(C)=O	-3.7	6.8	-0.7	-7.5	10.2	-37.2
O=C(Nc1cc2ccccc2nc1-c1ccccc1Cl)c1ccccc1	-0.9	23.7	23.6	16.6	5.0	36.0
O=C(Nc1ccccn1)OCCCl	4.3	-28.2	7.1	-1.6	0.6	10.1
CC(=O)OCC(=O)C1(O)C(C)CC2C3CCC4CC(=O)CCC4(C)C3=CCC21C (centres undefined)	0.7	26.1	23.8	43.1	-16.6	-3.0
COc1ccc(C)cc1N=Cc1ccc(C=Nc2cc(C)ccc2OC)cc1	22.9	34.7	18.8	13.3	26.9	11.1
O=C(Nc1ccc(Cl)cc1)NC1OC(=O)C(Cl)=C1Cl (centres undefined)	8.6	3.5	23.1	23.4	9.3	-17.9
O=C1Nc2ccccc2/C1=C\c1ccccc1O	12.2	17.4	23.4	25.2	-1.8	6.8
N#CC(C(=O)CCC(=O)Nc1ccc(Cl)c(Cl)c1)c1ccc(Cl)cc1 (centres undefined)	18.1	8.4	-2.2	-12.9	-29.9	15.4
COc1nc(NC2OCC(O)C(O)C2O)c(Br)c(=O)n1C (centres undefined)	14.2	17.5	13.0	4.9	-10.4	11.8
O=[N+]([O-])c1cccc(S(=O)(=O)SSS(=O)(=O)c2cccc([N+](=O)[O-])c2)c1	55.9	5.8	28.2	16.6	18.1	20.8
CC(=O)CC(=O)N1CCOCC1	-22.2	-31.4	-24.1	-9.8	-29.4	-20.2
Cn1c(N)cc(=O)n(C)c1=O	18.0	17.5	27.0	22.6	4.0	0.1
CN(NC(=O)Nc1cccc2ccccc12)c1ccccc1	14.7	1.6	-6.8	-4.7	-16.2	-63.8
N#CC1(N=Cc2ccc3c(c2)OCO3)c2ccccc2-c2ccccc21	5.8	8.6	5.0	15.2	6.8	-9.3
COc1cccc(NC(=S)Nn2c(C)nc3ccccc3c2=O)c1	-17.1	-11.3	-28.6	-25.2	-14.0	0.2
COC(=O)c1cc2ccccc2c([N+](=O)[O-])c1O	24.6	2.4	8.8	2.9	7.8	23.4
Cc1ccc(S(=O)(=O)OCC(C)(C)CC#N)cc1	35.9	46.4	23.9	10.9	30.6	16.9
[N-]=[N+]=CC(=O)C1(c2ccccc2)OC1c1ccccc1 (centres undefined)	55.5	-7.5	82.8*	23.6	2.5	32.5
CSC(N)=Nc1ccccc1	0.3	-3.2	0.8	5.3	3.8	-2.5
N#CN1CC[C@@H]2CC3(CCC2C1)OCCO3 (some centres undefined)	0.3	-18.4	1.5	17.6	4.3	-4.5
N#Cc1nc(C2CCC2)oc1N	-15.3	1.6	-41.5	2.3	5.8	18.6
CCNc1cc2c3c(c1)CCCN3CCC2	-1.1	-17.0	-10.7	-15.7	-20.7	-46.1
NC(=O)NNCC1CC2CCC1C2Cl (centres undefined)	-1.4	-17.5	-11.6	8.8	-2.0	3.5
Cn1cnc2c(=S)nc[nH]c21	-25.1	-8.8	-20.9	7.8	-10.0	-9.9
O=C1c2ccccc2CCC1(Br)Br	99.2*	99.2*	99.3*	99.2*	99.3*	99.4*
O=C(O)CNc1cc(-c2ccccc2)nc(NCC(=O)O)n1	4.5	-29.1	25.4	-53.7	-12.3	17.8
C/C=C(\Cl)C(OC(C)=O)OC(C)=O	-6.2	18.4	2.5	-1.4	-0.2	-6.8
FC(F)(F)c1nc2nc(Cl)c(Cl)nc2n1CCCN1CCOCC1	45.9	55.8	64.7	67.0	33.1	-1.1
C(/C=C\c1ccccc1)=C(/C=C/c1ccccc1)/C=C/c1ccccc1	32.4	-0.7	21.2	24.8	9.1	11.6
O=C(O)/C=C/S(=O)(=O)Cc1ccccc1	2.7	7.5	6.8	8.7	-6.4	-27.3
Cc1nn(C(=O)c2ccc(Cl)cc2)c2c1C(c1ccc([N+](=O)[O-])cc1)SC(N)=N2 (centres undefined)	16.4	-16.1	-4.1	-14.8	7.4	-16.8
CCOCC(C)OC(C)COCC(C)O (centres undefined)	-22.1	-2.5	-8.8	-2.0	-8.8	43.4
CCCCCCC(N)(CCCCCC)C(=O)Nn1c(C)ccc1C	9.8	4.2	31.2	45.0	13.1	-20.6
O=C1OC(c2c[nH]c3ccccc3c2=O)c2ccccc21 (centres undefined)	12.3	2.2	-16.4	-13.8	13.4	5.8
O=C(c1ccccc1)C(Oc1ccccc1)c1ccccc1 (centres undefined)	37.8	6.9	60.0	39.5	19.2	36.0
Cn1c2ccccc2c2nnc(N/N=C/c3cccnc3)nc21	-17.4	-5.0	-5.7	-39.1	-36.5	-44.6
O=C(Nc1c(Cl)cccc1Cl)Oc1ccc(Cl)cc1	11.5	-0.7	7.0	-2.5	-21.7	7.8
CC(=O)Nn1c(Cc2ccc(Cl)cc2)nn(C)c1=O	-26.6	-9.7	-5.1	-29.9	6.7	-6.1

# Grouped by structure: the compounds so far containing bromine (2)
smiles	sgs1 mgt1	bub3	yeast mlh1 rad18	rad50	mec2-1	cln2 rad14
COc1nc(NC2OCC(O)C(O)C2O)c(Br)c(=O)n1C (centres undefined)	14.2	17.5	13.0	4.9	-10.4	11.8
O=C1c2ccccc2CCC1(Br)Br	99.2*	99.2*	99.3*	99.2*	99.3*	99.4*
